TbREL1 primary = TbREL1 inhibition, primary screen. AID 1117264. 89,000 tested, 0.49% active. inhibition, % at 9.66 µM. TbREL1 RNA ligation, FRET fluorescence;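 active means inhibition above the mean inhibition across all screened compounds plus 3 SD, cut at about 11% in these data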;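 further: 0% = plate median of test wells and 100% = NSC42067 control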
Target sequence (P86926 whole entry, looked up): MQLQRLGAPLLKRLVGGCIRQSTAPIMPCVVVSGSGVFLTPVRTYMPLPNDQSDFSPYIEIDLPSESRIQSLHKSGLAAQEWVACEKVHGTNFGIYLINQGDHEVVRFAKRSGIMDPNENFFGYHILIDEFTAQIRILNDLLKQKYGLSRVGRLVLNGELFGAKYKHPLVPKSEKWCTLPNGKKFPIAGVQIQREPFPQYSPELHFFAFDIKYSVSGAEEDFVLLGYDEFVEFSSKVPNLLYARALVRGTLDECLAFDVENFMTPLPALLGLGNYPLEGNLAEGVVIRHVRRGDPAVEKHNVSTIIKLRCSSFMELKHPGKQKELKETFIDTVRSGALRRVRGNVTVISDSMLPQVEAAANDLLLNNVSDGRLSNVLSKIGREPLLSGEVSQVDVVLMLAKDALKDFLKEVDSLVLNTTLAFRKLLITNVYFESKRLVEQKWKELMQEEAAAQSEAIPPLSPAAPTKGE
Starred values were filed as active, the others as inactive. Not all compounds are listed. The share of hits here may be higher or lower than overall.

SMILES | TbREL1 primary
CC(C)(C)CN1C(=O)C(=O)NC[C@H]1Cc1ccc(O)cc1 | 2
Oc1c(Cl)cc(Cl)cc1C=Nc1ccc2c(c1)OCCO2 | -1
CS(=O)(=O)N1Cc2cc(C(=O)NCC3CC3)nc(-c3cccc(-c4cccnc4)c3)c2[C@@H]1CCO | -2
CN(C)S(=O)(=O)Nc1ccc(NS(=O)(=O)N(C)C)c(S(=O)(=O)c2ccccc2)c1 | -2
O=C(NNC(=O)c1cccc2ccccc12)c1ccc2c(c1)OCO2 | 3
CCCn1cnc2cc(NCc3cccc(OC)c3O)ccc21 | -4
Cc1cn([C@H]2C[C@H](O)[C@@H](/C=C/C(=O)NCCc3ccc(S(N)(=O)=O)cc3)O2)c(=O)[nH]c1=O | 5
CC(C)Oc1ccccc1/C=N/NC(=O)c1ccccc1Cl | -2
CN(CCCC(=O)O)c1ccc(N=Nc2ccc([N+](=O)[O-])cc2)cc1 | -2
Cc1cc(N/N=C/c2ccccc2O)nc(N2CCOCC2)n1 | -7
N#CC1=C(N)N(c2ccccc2)C(c2cccc([N+](=O)[O-])c2)C1(C#N)C#N (stereo unspecified) | 1
Cc1cc(C)c2c(CN3CCOCC3)cc(=O)oc2c1C | 0
CC1CCC2C(=O)N(c3cccc(C(=O)Nc4ccc(F)cc4)c3)C(=O)C2C1 (stereo unspecified) | -1
Cc1ccccc1OCCCCn1cnc2ccccc21 | -3
Cc1cc(C)cc(NC(=O)N2CCC(c3nc4ccc(Cl)cc4[nH]3)CC2)c1 | 4
COc1ccc(/C=C/C(=O)OCC(=O)NC(C)CCc2ccccc2)cc1OC (stereo unspecified) | 0
O=C(NCc1cccnc1)Nc1ccc(Cl)cc1 | 0
O=C(OCc1ccccc1)C1=NNC2C(=O)N(c3ccccc3)C(=O)C12 (stereo unspecified) | 6
COc1ccc(N=c2sc3ccccc3n2C)cc1 | 0
O=C(NCCOc1ccccc1Cl)c1cccc2c1C(=O)c1ccc(Cl)cc1S2(=O)=O | -1
Cc1ccc(C(=O)NC2CCCCN(Cc3ccc(Cl)cc3)C2=O)c(C)c1 (stereo unspecified) | -1
O=C(C1CCN(S(=O)(=O)c2cccnc2)CC1)N1CCN(c2ccccc2Cl)CC1 | 1
CCN(CC)c1ccc(N2C(=O)/C(=C/c3ccccn3)SC2=S)cc1 | 8
CCOc1cc(C=O)ccc1OCCCN1C(=O)NC(C)(C)C1=O | 3
COC(=O)c1c(NC(=O)CN(c2ccc(C)c(C)c2)S(C)(=O)=O)sc2c1CCCC2 | -1

Reprinted at random: two entries already listed.
SMILES | TbREL1 primary
O=C(C1CCN(S(=O)(=O)c2cccnc2)CC1)N1CCN(c2ccccc2Cl)CC1 | 1
CC(C)Oc1ccccc1/C=N/NC(=O)c1ccccc1Cl | -2

The main list resumes, starting 7 compounds before the break.
SMILES | TbREL1 primary
COc1ccc(N=c2sc3ccccc3n2C)cc1 | 0
O=C(NCCOc1ccccc1Cl)c1cccc2c1C(=O)c1ccc(Cl)cc1S2(=O)=O | -1
Cc1ccc(C(=O)NC2CCCCN(Cc3ccc(Cl)cc3)C2=O)c(C)c1 (stereo unspecified) | -1
O=C(C1CCN(S(=O)(=O)c2cccnc2)CC1)N1CCN(c2ccccc2Cl)CC1 | 1
CCN(CC)c1ccc(N2C(=O)/C(=C/c3ccccn3)SC2=S)cc1 | 8
CCOc1cc(C=O)ccc1OCCCN1C(=O)NC(C)(C)C1=O | 3
COC(=O)c1c(NC(=O)CN(c2ccc(C)c(C)c2)S(C)(=O)=O)sc2c1CCCC2 | -1
CN(C(=O)c1cccc(NC(=O)Cc2ccc(NC(=O)C3CCCN(C(=O)C4CCC4)C3)cc2)c1)C1CC1 (stereo unspecified) | -1
COCCN(CC1CCCN(C2Cc3ccccc3C2)C1)C(=O)CCC(C)=O (stereo unspecified) | 5
Cc1nn(C)cc1C(=O)Nc1ccc2c(c1)OCCO2 | 0
CCOc1ccc(N2CC(C(=O)Nc3ccccc3C(=O)NC3CC3)CC2=O)cc1 (stereo unspecified) | 2
CN(Cc1ccccc1)C(=O)c1ccc(NC(=O)Cc2ccc(NC(=O)C3CCCN(C(=O)c4ccccc4)C3)cc2)cc1 (stereo unspecified) | 4
Cc1cc(Cl)ccc1Oc1nc(-c2ccccc2)ncc1S(C)(=O)=O | 3
CCc1cccc(C)c1NC(=O)Cn1c(NCCO)nc2ccccc21 | 5
N#Cc1c(N)nc2c3c(sc(=N)c2c1N)NC(=O)CC3c1ccccc1Cl (stereo unspecified) | -7
COc1ccccc1CNC(=O)COc1ccc(S(=O)(=O)N2CCOCC2)cc1 | 2
CCOc1ccccc1OCC(=O)NNC(=S)NC1CCCCC1 | -2
CCN(CC(=O)Nc1ccc(NC(C)=O)cc1)CC(=O)Nc1cc(C)on1 | 1
CCO[C@H]1OC(C(=O)O)=C[C@@H](c2ccc(C(F)(F)F)cc2)[C@@H]1CCCO | 0
Cc1ccc(Cn2cc(C(=O)c3ccc(F)cc3)c(=O)c3cc4c(cc32)OCCO4)cc1 | 3
CCC1(CC)C(=O)C2=C3C1[C@H](C(=O)OC)CC(C(=O)OC)C[C@H]3n1c(=O)n(C)c(=O)n1[C@H]2C (stereo partly specified) | 7
COc1cc(S(=O)(=O)N2CCOCC2)ccc1NC(=O)COc1ccc(N(C)S(=O)(=O)c2ccc(C)cc2)cc1 | 1
CCN(CC)C(=O)CSc1nnc(CCNC(=O)OC(C)(C)C)o1 | 6
O=S(=O)(Nc1nccs1)c1ccc(NS(=O)(=O)c2cccs2)cc1 | 0
COc1cccc(NC(=O)CS(=O)(=O)Cc2nc(-c3ccc(C)cc3)oc2C)c1 | 5
O=C(CN(Cc1ccccc1)C(=O)CCC(=O)Nc1nccs1)NCC1CCCO1 (stereo unspecified) | -2
O=C(CSc1nnc(-c2ccccn2)n1Cc1ccccc1)NC1CCCC1 | -1
COCC(C)NS(=O)(=O)c1ccc(NC(=O)c2ccccn2)cc1 (stereo unspecified) | 10
CC/C(=N\NC(=O)Nc1ccccc1)c1ccccc1 | 7
c1ccc2c(c1)ncn2CCCCOc1ccc2c(c1)CCC2 | 3
O=C(COC(=O)Cc1ccc(F)cc1)NC1CCCC1 | 3
C=CCn1c(SCC(=O)NCC(=O)OCC)nnc1-c1cccc(OC)c1 | -1

(listing goes on)
SMILES | TbREL1 primary
CCc1ccc(Nc2nc(N)nc(CSc3nc4ccccc4s3)n2)cc1 | 0
O=C(c1cccs1)C1CCN(c2ncnc3sccc23)CC1 | 10
COc1ccc([C@@H]2CC(=O)[C@@H]3CN(S(=O)(=O)c4ccc(C)cc4)[C@H](c4ccccc4)C[C@@H]3N2S(=O)(=O)c2ccccc2)cc1 | -1
CCC(C)Sc1ccc([C@H]2N[C@@](Cc3ccccc3)(C(=O)OC)[C@H]3C(=O)N(CC)C(=O)[C@@H]23)cc1 (stereo partly specified) | 0
CCCN(C)C[C@H]1OCc2cnnn2CCCC(=O)N([C@H](C)CO)C[C@@H]1C | 6
CCCCCn1c(SCC2CCCO2)nc2cc(C(=O)N3CCC(C(N)=O)CC3)ccc2c1=O (stereo unspecified) | 3
N#Cc1nc(COc2cccc(Cl)c2)oc1NCCN1CCOCC1 | 1
COc1ccc(-c2csc3ncnc(N4CCN(Cc5ccccc5)CC4)c23)cc1 | 0
COc1ccccc1-c1nnc(SC)n1C | 1
NS(=O)(=O)c1ccc(N2N=C(c3ccccc3)CC2c2ccccc2Cl)cc1 (stereo unspecified) | 3
COc1ccc(SC[C@H](Cc2ccccc2)N2CC[C@@H](C(C)(C)C)CCC2=O)cc1 | -2
CN(C)c1ccc(C(=O)N=c2sccn2C)cc1[N+](=O)[O-] | 2
Cc1ccc(NC(=O)COC(=O)C2=NN(c3ccccc3)C(=O)CC2)c(Br)c1 | 2
CCn1c(C)nc2cc(C(=O)NNS(=O)(=O)c3cc(Br)ccc3Br)ccc21 | 3
CCOc1ncccc1C(=O)OCc1nnc(-c2ccccc2)o1 | -2
Cc1cc(Cn2nc(-c3ccccc3)cc2C(=O)NCC2CC2)on1 | 2
CN(C)S(=O)(=O)c1ccc(Cl)c(NC(=O)COC(=O)/C=C/c2ccc(S(=O)(=O)N3CCOCC3)cc2)c1 | 0
CN(CC(=O)Nc1cccc(F)c1)C(=O)CC1CCCC1 | 0
Cc1ccc(NS(=O)(=O)c2cccc(C(=O)NNC(=O)c3cccn3C)c2)c(C)c1 | -2
COc1ccc(NC(=O)CSc2nnc(-c3ccncc3)o2)c(OC)c1 | 0
Cc1ccc(CNC(=O)C2CCCN(S(=O)(=O)c3cccc4nonc34)C2)cc1 (stereo unspecified) | 4
CC1CN(S(=O)(=O)c2ccc(C(=O)Nc3ccc(S(=O)(=O)N4CCOCC4)cc3)cc2)CC(C)O1 (stereo unspecified) | -1
O=C(Cc1cccc(NC(=O)C2CCCN(C(=O)C3CC3)C2)c1)Nc1ccc(C(=O)N2CCOCC2)cc1 (stereo unspecified) | 0
O=C(c1ccco1)N(Cc1ccc([N+](=O)[O-])cc1)c1ccc(Cl)cc1 | -1
C[C@H]1CN([C@@H](C)CO)C(=O)c2cc(Br)cnc2O[C@H]1CN(C)C(=O)c1cnccn1 | 0

The results go on:
SMILES | TbREL1 primary
CC(C1CC1)N(C(=O)c1ccccc1O)c1ccccc1 (stereo unspecified) | 0
COc1ccc(N2C(=O)CCC(C(=O)N3CCCCCC3)C2c2ccc(OC)c(OC)c2)cc1 (stereo unspecified) | 0
CCC(C)(C)NC(=O)C(c1ccc(C)cc1)N(Cc1ccco1)C(=O)Cn1nnc2ccccc21 (stereo unspecified) | -1
COc1ccccc1CNc1nc(NCC2CC2)nc2ccsc12 | 10
CCOC(=O)Cn1c(CCC(=O)O)ccc1-c1ccc(F)cc1 | 2
CCNC(=S)N(Cc1cc2cc(C)ccc2[nH]c1=O)C1CCCC1 | -4
Cn1c2c(c3ccccc31)CC/C2=N\O | -5
CSCc1nnc(NC(=O)c2ccc(S(=O)(=O)N3CCCCC3C)cc2)o1 (stereo unspecified) | 3
O=c1sc2ccccc2n1CCCOc1ccccc1 | -1
O=C(O)c1ccc(S(=O)(=O)c2ccc3c(c2)C(=O)N(c2ccccc2[N+](=O)[O-])C3=O)cc1 | 7
COC(=O)Cn1cc(C(=O)C(C)(C)C)c2ccccc21 | 0
CCOCC(=O)Nc1ccc(S(=O)(=O)N2CCOCC2)cc1 | 0
Cc1sc2nc(SCC(N)=O)n(C)c(=O)c2c1C | 0
CC(=O)c1cccc(NC(=O)c2ccccc2N(Cc2ccccc2)S(C)(=O)=O)c1 | 2
COc1ccc(S(=O)(=O)N2CCCCCC2)cc1C(=O)N(C)CC(=O)Nc1ccccc1C(F)(F)F | 0
CCOC(=O)c1cccc(NC(=O)c2cccnc2)c1 | 0
Cc1cccc(C2=NN(c3ccccc3)[C@H](CO)[C@H]2c2ccc(F)cc2)c1 | 1
Cc1ccc(C(=O)NC2CC(C)(C)NC(C)(C)C2)cc1S(=O)(=O)N1CCCCC1 | 3
CSCCC(NC(=O)c1ccccc1Cl)C(=O)Nc1ccncc1 (stereo unspecified) | 0
Cc1ccc(C2=NN(Cc3nnc(-c4ccccc4)o3)C(=O)SC2)cc1 | -2
C=CCn1c(=NC(=O)c2ccc(S(=O)(=O)N3CCc4ccccc4C3)cc2)sc2cc(S(N)(=O)=O)ccc21 | -1
Cc1c(NC(=O)C(C)N2CC(C)OC(C)C2)c(=O)n(-c2ccccc2)n1C (stereo unspecified) | 4
CC1=CC(=NOC(=O)/C=C/c2ccccc2)C=C(C)C1=O | 1
COc1ccc(OC)c(-c2cc(C(=O)N/N=C(\C)c3cccnc3)c3ccccc3n2)c1 | 8
CCN(CC)CCn1c(=S)[nH]c2ccc(Cl)cc2c1=O | -2

3 entries out of the list above, ordered by their value in TbREL1 primary, low to high.
SMILES | TbREL1 primary
O=c1sc2ccccc2n1CCCOc1ccccc1 | -1
Cc1c(NC(=O)C(C)N2CC(C)OC(C)C2)c(=O)n(-c2ccccc2)n1C (stereo unspecified) | 4
COc1ccc(OC)c(-c2cc(C(=O)N/N=C(\C)c3cccnc3)c3ccccc3n2)c1 | 8

By substructure: those above containing a furan ring, fused or not.
SMILES | TbREL1 primary
O=C(c1ccco1)N(Cc1ccc([N+](=O)[O-])cc1)c1ccc(Cl)cc1 | -1
CCC(C)(C)NC(=O)C(c1ccc(C)cc1)N(Cc1ccco1)C(=O)Cn1nnc2ccccc21 (stereo unspecified) | -1

Additional structures follow.
SMILES | TbREL1 primary
O=C(CSc1nnc(CCc2ccccc2)n1-c1ccc(Cl)cc1)c1ccccc1 | 1
CN1CCN(/C=N/c2c(C#N)cnn2Cc2ccccc2)CC1 | 0
CC(C)Cn1c(CN2C(=O)c3ccccc3C2=O)nc2ccccc2c1=O | -2
COc1ccc(/C=C/C(=O)OCC(=O)c2ccc3c(c2)NC(=O)CO3)cc1 | -3
O=C(NCc1ccc(F)cc1)C1CCCN(c2nc3ccccc3o2)C1 (stereo unspecified) | -1
CCOc1ccc(S(=O)(=O)N2CCCCC2)cc1NS(=O)(=O)c1cccs1 | 1
CCCCC(=O)Nc1ccc(C(=O)N(CC)c2ccccc2C)cc1 | -3
C/C=C1\COC(C(=O)NCc2ccccc2)(C(F)(F)F)C=C1C=C1CCCCC1 (stereo unspecified) | 2
C=CCNC(=O)c1ccc(CNS(=O)(=O)c2ccc(NC(C)=O)cc2)cc1 | -3
O=C(NC12CC3CC(CC(C3)C1)C2)N1CCC(n2nnc3ccccc32)CC1 | -1
Cn1c(=O)c2c(nc(CN3CCN(c4ccccc4)CC3)n2Cc2ccccc2Cl)n(C)c1=O | 0
COc1ccc(-c2cc3c(=O)n(CC(=O)N4CCCC4)ncn3n2)cc1 | 7
Cc1ccc(-n2nc3c(c2NC(=O)c2ccc4c(c2)OCO4)CSC3)cc1 | 5
O=C(COC(=O)/C=C/c1cccc(F)c1)NC1CC1 | 0
COc1cccc(NC(=O)COC(=O)CNS(=O)(=O)c2c(F)cccc2F)c1 | -1
CC(=O)c1sc(NC(=O)c2ccc(C)cc2)nc1C | 6
COc1ccc(C(=O)c2cnc3ccccc3c2-c2ccccc2)cc1 | 0
CC(C)n1c(O)c(N=Nc2ccc(Cl)nn2)c2ccccc21 | 1
Cc1oc(-c2ccccc2F)nc1CSCC(=O)NC1CC1 | 0

Screens (PubChem BioAssay)
